High-throughput results deposited in PubChem BioAssay by several laboratories.
HIV peptide binding: inhibitors of HIV fusion peptide binding, primary screen, biochemical, uHTS, fluorescence dequenching (AID 1986); inhibition, % at 20 µM, or IC50 in µM where a hit was titrated; cell-free peptide binding, fluorescence dequenching, 30 min; higher % means a stronger effect; actives 0.3% (n = 290,000); in the data active = inhibition mostly above about 52%, no sharp cut-off; inactive = mostly below about 76%; note: some results filed as inactive read as strong as hits
K1F lysis inhibition: protection from phage-mediated lysis, alamar blue read-out – E. coli UTI89, K1F phage, bacterial capsule biogenesis inhibitors (AID 488966) | E. coli UTI89 K1F phage lysis, alamar blue, 2 h; higher % means a stronger effect | one-dose inhibition, % at 100 µM; IC50 in µM for titrated hits | actives 0.02% (n = 340,000);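 active = phage lysis inhibition, versus mean bacterial control, above a set limit; inconclusive = no clear call, values can overlap the other calls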;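 note: capsule biogenesis inhibitors block K1F phage lysis so surviving cells raise fluorescence; higher fluorescence means more inhibition of phage lysis; actives were called in the ten point dose series up to 300 µM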
Rac1 GTP hydrolysis: MgcRacGAP GTPase-activating activity inhibitors, confirmation, biochemical, ADP Hunter fluorescence; MgcRacGAP-stimulated Rac1 GTP hydrolysis, ADP Hunter fluorescence; higher % means a stronger effect; GST-tagged Rac1 F28L mutant substrate; inhibition, % at 30 µM; hits with a dose series show IC50 in µM; actives 0.6% (n = 340,000);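 active = first-screen hits whose inhibition reached a set limit at any dose in the follow-up dose series; inconclusive = inhibition above the set first-screen limit but never retested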;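 note: fluorescence reports GDP produced by GAP-driven GTP hydrolysis; strong numbers were not always called active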
GPR55 antagonists: inhibition of LPI-stimulated GPR55 beta-arrestin translocation – imaging, U2OS, beta-arrestin-GFP, LPI agonist, primary screen (AID 2013); U2OS GPR55 beta-arrestin-GFP translocation imaging, LPI antagonism; higher % means a stronger effect; actives 0.13% (n = 290,000); inhibition, % at 10 µM; hits with a dose series show IC50 in µM;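 active = spots per cell inhibited over 60%, with over 100 cells counted and total cytoplasm intensity under 500,000; inconclusive = wells with under 100 cells, flagged as likely toxic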;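 note: U2OS cells stably carrying GPR55 and arrestin-GFP stimulated by 5 µM LPI near EC80; imaged beta-arrestin-GFP aggregate spots per cell after agonist stimulation; plate controls were LPI-stimulated DMSO wells for no effect and DMSO wells without LPI for full effect; some results filed as inactive read as strong as hits; confirmed hits need IC50 under 10 µM and bright autofluorescent wells are also inconclusive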
Dengue-2 NS5 capping: Dengue-2 NS5 methyltransferase inhibitors, primary screen, biochemical, confirmation dose response (AID 588689); inhibition, % at 25 µM; hits with a dose series show IC50 in µM; Dengue-2 NS5 methyltransferase capping enzyme assay, biochemical; higher % means a stronger effect; actives 0.3% (n = 340,000); in the data active = a potency from the dose series; inconclusive = inhibition above about 29% without an active follow-up result
SV40 large T antigen: SV40 large T antigen inhibitors, biochemical (AID 1903); actives 0.39% (n = 310,000); inhibition, % at 20 µM; hits with a dose series show IC50 in µM; SV40 large T antigen ATPase/helicase inhibition assay; higher % means a stronger effect; in the data active = a potency from the dose series; inconclusive = inhibition mostly from about 32% at the one dose, without a potency; inactive = the rest, 99 in 100 with inhibition below about 32%; note: strong numbers were not always called active
GPR35 antagonists: inhibition of zaprinast-stimulated GPR35 beta-arrestin translocation – imaging, U2OS, beta-arrestin-GFP, zaprinast agonist, primary screen (AID 2058) | actives 0.052% (n = 290,000) | inhibition, % at 10 µM, or IC50 in µM where a hit was titrated | U2OS GPR35 beta-arrestin-GFP translocation imaging, zaprinast antagonism; higher % means a stronger effect;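 active = inhibition of at least 50% with at least 30 cells and total cytoplasm GFP at most 10,000,000; inconclusive = under 30 cells or total GFP of 10,000,000 plus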
RSV CPE inhibition: RSV antiviral activity via CPE protection, HEp-2 cells, primary 10 µM value included (AID 2391). HEp-2 cells, RSV-induced CPE inhibition; higher % means a stronger effect. one-dose CPE inhibition, % at 10 µM; IC50 in µM for titrated hits. actives 0.13% (n = 310,000); in the data active = a potency from the dose series; inconclusive = CPE inhibition mostly from about 23% at the one dose, without a potency; inactive = the rest, 99 in 100 with CPE inhibition below about 21%; note: strong numbers were not always called active
Salmonella PhoP GFP: PhoP-dependent GFP reporter repression – Salmonella Typhimurium, primary screen (AID 1863); S. Typhimurium PhoP-regulated promoter GFP reporter, 4 h; higher % means a stronger effect; inhibition, % at 50 µM, or IC50 in µM where a hit was titrated; actives 0.16% (n = 300,000);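 active = inhibition over 29.93%, a cutoff 3 SD above the screen mean, later confirmed by dose response; inconclusive = inhibition over 29.93% but no dose response follow-up; inactive = inhibition at most 29.93% or unconfirmed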;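 note: 0% = low Mg2+ inducing control and 100% = high Mg2+ repressing control; strong numbers were not always called active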
Dengue-2 NS5 capping pilot replicate: second read-out of Dengue-2 NS5 capping, no call of its own (marks repeat the call); inhibition, %; measured here: pilot screen replicate inhibition
The depositor's hits bear a star; ? = inconclusive; nt = no result given; [ ] = another dose, or the depositor's remark.

SMILES | HIV peptide binding | K1F lysis inhibition | Rac1 GTP hydrolysis | GPR55 antagonists | Dengue-2 NS5 capping | SV40 large T antigen | GPR35 antagonists | RSV CPE inhibition | Salmonella PhoP GFP | others
Cc1cccc(NS(=O)(=O)c2cccc(C(=O)N3CCCCCC3)c2)c1 | nt | 1.1%[50 µM] | 8% | nt | 4% | 19% | nt | 1.6% | -3%
O=C(NCCOc1ccccc1Cl)c1cc(F)c(F)cc1Cl | -1.0% | -1.1% | 1% | 28% | 0% | 1% | 14% | nt | 2%
COc1ccc(-c2nn(-c3ccccc3)cc2/C=N/N2C(=O)CSC2=S)cc1 | 10% | 2.9% | 11% | 12% | 5% | 20% | -18% | -2.4% | 2%
CCc1cc(C(=O)Nc2nc(-c3ccccn3)cs2)sc1C | nt | -0.2%[50 µM] | 5% | nt | -5% | nt | nt | 1.5% | nt
Cc1ccc(Cl)cc1N(CC(=O)N1CCOCC1)S(C)(=O)=O | 1.2% | 0.2% | 1% | -10% | 2% | 6% | 8% | 1.5% | 2% | Dengue-2 NS5 capping pilot replicate=-4.2
Cc1nc(NC(=O)c2ccccc2)sc1-c1csc(Nc2ccc(Cl)cc2)n1 | 15% | nt | nt | 29% | nt | 9% | 30% | 1.5% | 4%
O=C(CSc1nccc(=O)[nH]1)c1cc2ccccc2o1 | 0.2% | 0.5% | 7% | 3% | 2% | 3% | 15% | -1.4% | 1%
CC(=O)Nc1ccc(NC(=O)C(C)OC(=O)c2ccc(OCc3c(C)noc3C)cc2)cc1 (configuration not stated) | 0.8% | -0.9% | 7% | 5% | -5% | 6% | -10% | -1.4% | 1%
O=C(c1ccc(-n2cccn2)cc1)N1CCc2c([nH]c3ccccc23)C1c1ccccn1 (configuration not stated) | -1.8% | 0.5% | 7% | -9% | 3% | 11% | 5% | 0.6% | 0%
COc1ccc2c(c1)C(C)CC(C)(C)N2C(=O)NC1CCCCC1 (configuration not stated) | 0.2% | -0.1% | -1% | 11% | 12% | 1% | 19% | -0.4% | 4%
CC(=O)OC1C2CCC1C([N+]1(C)CCCCC1)CC2 (configuration not stated) | -2.0% | -0.7% | -17% | 14% | 3% | 10% | 4% | 1.9% | -3%
COCC(C)N1C(=O)Cc2c1nc(N)c1c(N)nc(N3CCN(c4ccccc4F)CC3)c(C#N)c21 (configuration not stated) | 0.5% | 0.5% | -10% | 8% | -1% | -2% | 8% | -1.8% | -1%
Cc1ccc(N(CC(=O)Nc2cc(C)cc(C)c2)S(=O)(=O)c2c(C)noc2C)cc1 | -0.1% | 0.5% | 3% | 6% | 4% | 10% | 11% | 9.3% | -1%
O=C(NCCn1cc(SCc2ccc(F)cc2)c2ccccc21)c1ccccc1F | 0.0% | -1.8% | 5% | 15% | -4% | 7% | -8% | 17% | 5%
NC(=S)Nc1cc(Cl)ccc1Cl | 1.1% | nt | nt | 1% | nt | 27% | -6% | 0.1% | 1%
O=C(CN(C(=O)c1csnn1)c1cccc(F)c1)NCc1ccc(F)cc1 | -0.2% | 0.0% | 0% | 2% | -3% | 10% | -2% | 1.2% | -9%
CCOC(=O)[C@H]1[C@H]2COc3ccccc3[C@@H]2N2C(=O)c3cc(F)ccc3NC(=O)[C@@]12C | nt | 1.1% | 5% | nt | -5% | 13% | nt | -1.2% | nt
Cn1c(=O)c2c(nc(Cl)n2Cc2ccc(Cl)c(Cl)c2)n(C)c1=O | -3.1% | 0.3% | 5% | 13% | 1% | 5% | -9% | 13% | -1%
COc1ccccc1C(=O)NCCC(=O)N(C)CC(=O)Nc1ccc(C)cc1 | nt | 1.1%[50 µM] | 0% | nt | -14% | 14% | nt | 0.1% | 1%
O=C(CSc1nc2ccccc2s1)Nc1ccc(Cl)c(C(=O)O)c1 | 12% | -1.4% | 17% | -4% | 7% | 22% | -2% | -0.2% | -3%
CCOc1ccc(CN(C)C(=O)c2cccnc2OCC)cc1OC | 0.4% | 3.1% | -10% | -3% | -2% | 7% | 5% | -1.2% | -5%
N#Cc1c(/N=C/c2cccs2)sc2c1CCC2 | -1.6% | 0.1% | 3% | -4% | -1% | 24% | -9% | 1.8% | 12%
Cc1c(C(=O)N2CC[C@@H](N3CCC(O)CC3)[C@H](O)C2)[nH]c2ccc(Cl)cc12 | 2.7% | 0.5% | 16% | 10% | -13% | 12% | 4% | -1.4% | -4%
O=C(Nc1ccc(F)c(Cl)c1)C1CC(=O)n2c(nc3ccccc32)N1 (configuration not stated) | 0.8% | 1.1%[50 µM] | 2% | 2% | 3% | 7% | 7% | 1.6% | 4%
CC(=O)Nc1ccc(NC(=O)c2ccc(NC(=O)c3ccccc3)cc2)cc1 | 0.8% | -0.1% | 11% | 2% | -1% | 9% | 2% | -0.5% | 7%
COc1cccc(C2C3=C(CC(C)(C)CC3=O)Nc3n[nH]c(C)c32)c1 (configuration not stated) | -0.6% | 0.2% | 4% | -10% | -7% | 18% | 5% | 0.7% | 7%
CN(CC(=O)Nc1ccccc1C(F)(F)F)C(=O)C1CCN(S(=O)(=O)c2ccc3c(c2)OCCO3)CC1 | nt | 1.8%[50 µM] | 1% | nt | 9% | 13% | nt | 0.1% | -6%
Cc1cc(NC(=O)COC(=O)CCCOc2ccc(Cl)cc2C)no1 | 1.6% | 5.3% | 10% | -2% | 0% | 16% | -3% | 0.6% | 18%
O=S(=O)(c1ccc(Cl)cc1)N1CCN(c2nc(-c3cccs3)nc3ccccc23)CC1 | -1.4% | 2.8% | 10% | -4% | -8% | 7% | -1% | nt | -4%
COC(=O)c1cc(NC(=O)N2c3ccccc3Sc3ccccc32)cc(C(=O)OC)c1 | 0.7% | 2.9% | 17% | 15% | -1% | 22% | -11% | 2.8% | 8%
CC(=O)Nc1ccc(NC(=O)C(Cc2ccccc2)NC(=O)C2CCC(C)CC2)cc1 (configuration not stated) | 0.3% | 3.3%[50 µM] | 8% | -1% | -1% | 4% | -12% | 1.6% | -2%
Cc1cccn2c(=O)c3cc(C(=O)NCCc4ccccc4)c(=N)n(CCCn4ccnc4)c3nc12 | 2.5% | -0.3% | 19% | 22% | -5% | 3% | 4% | -3.7% | 12%
COCC1CCCCN1C(=O)c1ccc2nc(Cc3ccc(OC)c(OC)c3)oc2c1 (configuration not stated) | 0.4% | 1.5%[50 µM] | 8% | 8% | 3% | 5% | 5% | 5.7% | 1%
Cc1ccc(NC(=O)CSc2nc3c([nH]c4ccccc43)c(=O)n2C)cc1 | -2.4% | -0.6% | 11% | -2% | 4% | 0% | -2% | 0.2% | 0%
Cc1ccccc1OCCSc1nnc(-c2cccnc2)n1N | -3.6% | 0.5% | 2% | -5% | -1% | 4% | 2% | 1.4% | 13%
Cc1ccc(Cl)cc1N1CCN(C(=O)Cn2ncn3cccc3c2=O)CC1 | -1.1% | 0.1% | 12% | -5% | -2% | 7% | -9% | 1.1% | nt

Five entries picked at random from those above:
SMILES | HIV peptide binding | K1F lysis inhibition | Rac1 GTP hydrolysis | GPR55 antagonists | Dengue-2 NS5 capping | SV40 large T antigen | GPR35 antagonists | RSV CPE inhibition | Salmonella PhoP GFP | others
Cc1nc(NC(=O)c2ccccc2)sc1-c1csc(Nc2ccc(Cl)cc2)n1 | 15% | nt | nt | 29% | nt | 9% | 30% | 1.5% | 4%
Cc1ccc(NC(=O)CSc2nc3c([nH]c4ccccc43)c(=O)n2C)cc1 | -2.4% | -0.6% | 11% | -2% | 4% | 0% | -2% | 0.2% | 0%
O=C(CSc1nccc(=O)[nH]1)c1cc2ccccc2o1 | 0.2% | 0.5% | 7% | 3% | 2% | 3% | 15% | -1.4% | 1%
COc1ccc2c(c1)C(C)CC(C)(C)N2C(=O)NC1CCCCC1 (configuration not stated) | 0.2% | -0.1% | -1% | 11% | 12% | 1% | 19% | -0.4% | 4%
Cc1cccn2c(=O)c3cc(C(=O)NCCc4ccccc4)c(=N)n(CCCn4ccnc4)c3nc12 | 2.5% | -0.3% | 19% | 22% | -5% | 3% | 4% | -3.7% | 12%

Remaining list, next part
SMILES | HIV peptide binding | K1F lysis inhibition | Rac1 GTP hydrolysis | GPR55 antagonists | Dengue-2 NS5 capping | SV40 large T antigen | GPR35 antagonists | RSV CPE inhibition | Salmonella PhoP GFP | others
COc1ccc2cc(C(=O)N3CCN(c4ccccc4F)CC3)[nH]c2c1 | -1.2% | 0.6%[50 µM] | -12% | 8% | 0% | -2% | 28% | 0.7% | 20%
Nc1nc(-c2ccco2)nn1C(=O)c1ccc(Cl)cc1 | 1.1% | -0.3% | 8% | 14% | 0% | 20% | 10% | 2.5% | 1%
Cc1ccc(O)c(C(=O)c2cc(C(=O)NCCc3ccccc3)c(=O)n(CCc3ccccc3)c2)c1 | 3.7% | 6.7% | 8% | 15% | -5% | 7% | -6% | ? | 1%
COc1ccccc1NC(=O)COC(=O)c1c[nH]c(=O)[nH]c1=O | -0.8% | 0.2% | 7% | -2% | -6% | 9% | 4% | 1.6% | 2%
COc1ccc(C(=O)CN2CCN(c3ncccn3)CC2)cc1 | -1.1% | 0.4% | 20% | 4% | 5% | 5% | -3% | 2.7% | 8%
CC(C)C(=O)c1cc2c(cc1NC(=O)Nc1cccc3ccccc13)OCCO2 | -0.8% | nt | nt | 6% | nt | 8% | 1% | 2.4% | -4%
Cc1cccc(C(=O)NNC(=O)c2c(O)c3ccccc3n(C)c2=O)c1 | 0.6% | 0.1% | 7% | 0% | -5% | -5% | -12% | 2.1% | 0%
Cn1cnc2cc(NCc3ccc(Cl)cc3)ccc21 | 0.7% | 0.3% | 24% | 8% | -5% | 25% | 3% | 4.0% | 14% | Dengue-2 NS5 capping pilot replicate=-2.1
N=C1CCCN1CC(=O)c1ccc(Cl)cc1 | 1.2% | 2.9% | 7% | -2% | 0% | 2% | -5% | -0.1% | 3%
CSc1ccc(CNc2ccccn2)cc1 | -0.4% | 0.3% | 5% | 14% | -2% | 2% | 0% | 0.7% | 6%
COc1ccc2c(c1)C(c1ccccc1)=NNC(c1ccco1)=N2 | -3.7% | 4.8% | 2% | -10% | -3% | 9% | 6% | 2.5% | 4%
O=C(NCC(c1ccco1)N1CCc2ccccc21)c1ccccc1Br (configuration not stated) | nt | -0.1%[50 µM] | 2% | nt | 8% | 24% | nt | 17% | 1%
